Compound activity as filed in PubChem BioAssay.
KLK7 zymogen act = proKLK7 zymogen activators, primary screen, biochemical, fluorescence intensity; purified proKLK7, EDANS-DABCYL substrate fluorescence; 100% is mature enzyme control, 0% vehicle; activation, % at 7 µM; 370,000 tested, 0.9% active;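 active = activation above the mean of all tested compounds plus 3 SD, computed per campaign excluding outliers beyond control limits, cut at about 13% in these data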
PRMT1 FP inh = PRMT1 methyltransferase inhibitors, primary screen, biochemical, fluorescence polarization. Protein arginine N-methyltransferase 1 (Homo sapiens), Q99873. recombinant PRMT1, activity-based probe fluorescence polarization. inhibition, % at 2.79 µM. 370,000 tested, 1.3% active;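 active = inhibition above about 21% made by adding two undisclosed values, limit read from the data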
TCR-CD3 inh = inhibitors of human TCR-CD3 interaction, primary screen, biochemical, fluorescence, TAMRA-labeled TCR probe; 360,000 tested, 0.37% active; AID 651800, 2012; inhibition, % at 9.4 µM; T-cell receptor (TCR); in the data active = inhibition above about 19%;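 note: recombinant mutant TCR 2C K166C tagged with TAMRA read by polarization; 0% = receptor in buffer alone and 100% = receptor with positive control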
UHRF1 MBD2 ctr = UHRF1 methylated DNA binding inhibitors, primary screen, counter-screen for MBD2 inhibitor project, biochemical, TR-FRET, human UHRF1, single concentration. 370,000 tested, 0.75% active. UHRF1 binding to methylated oligo. inhibition, % at 4.4 µM. E3 ubiquitin-protein ligase UHRF1 (Homo sapiens), Q96T88; in the data active = inhibition above about 21%;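 note: UHRF1 SRA domain binding a hemimethylated CpG hairpin DNA probe; 0% = median of test compound wells and 100% = reference inhibitor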
LEDGF integ inh = blockers of LEDGF/p75-dependent integrase strand transfer – biochemical, TR-FRET, high throughput, primary screen; HIV-1 integrase (with human LEDGF/p75); TR-FRET IN-LEDGF/p75 DNA integration, Eu/Cy5; inhibition, % at 3.7 µM; 370,000 tested, 0.64% active;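 active = inhibition above the screen-wide mean plus 3 SD, cut at about 13% in these data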;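 note: signal is the Cy5 over europium emission ratio at 671 and 618 nm; 0% = plate median of compound wells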
SIAE inh = human SIAE inhibitors, primary screen, biochemical, fluorescence polarization, FP-Rh probe, 1536-well HTS. Sialate O-acetylesterase (Homo sapiens), Q9HAT2. SIAE FP-Rh probe binding. inhibition, % at 9.66 µM. 370,000 tested, 0.69% active. AID 1053197, 2014;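 active = inhibition above a cutoff: mean of compounds within the control limits plus 3 SD of those, cut at about 17% in these data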;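 note: 0% = plate median of compound wells and 100% = probe without SIAE protein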
Tn7 DDE FP = inhibitors of Tn7 peptide binding to fibrin DD(E), primary screen, biochemical, fluorescence polarization, human fibrin, Tn7 probe | FP displacement of FITC-Tn7 peptide from fibrin DD(E); 0% = median of compound wells per plate | inhibition, % at 8.3 µM | 370,000 tested, 0.13% active;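 active = inhibition above the mean of compounds falling within the control limits plus 3 SD of them, cut at about 14% in these data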;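 note: 0% = plate median of compound wells and 100% = 10 µM Aha-Tn7 peptide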
Target sequence (P02675 whole entry, looked up): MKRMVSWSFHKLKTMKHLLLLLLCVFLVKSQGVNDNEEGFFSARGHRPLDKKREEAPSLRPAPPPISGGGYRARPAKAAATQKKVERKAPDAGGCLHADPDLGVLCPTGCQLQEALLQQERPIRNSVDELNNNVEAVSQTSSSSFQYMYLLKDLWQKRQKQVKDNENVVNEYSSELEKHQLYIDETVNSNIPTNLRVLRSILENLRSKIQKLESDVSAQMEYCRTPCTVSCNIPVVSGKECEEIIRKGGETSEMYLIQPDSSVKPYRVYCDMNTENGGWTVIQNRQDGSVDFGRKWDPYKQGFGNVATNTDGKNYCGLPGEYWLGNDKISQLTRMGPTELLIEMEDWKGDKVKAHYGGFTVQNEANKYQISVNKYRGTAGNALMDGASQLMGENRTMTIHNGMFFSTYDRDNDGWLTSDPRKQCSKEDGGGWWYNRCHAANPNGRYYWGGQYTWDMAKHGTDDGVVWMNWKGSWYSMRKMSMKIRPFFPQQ
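Assay system: Fibrin-DD(E) protein isolated from polymerized human fibrin clots; read-out basis: percent inhibition; medium: Tris/NaCl/CaCl2 buffer, pH 7.8; signal: FP measurement; incubation: 10 min plus 3 h, room temperature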
TDP2 absorb = human TDP2 enzyme inhibitors, primary screen, biochemical, epi absorbance, recombinant enzyme; T5PNP hydrolysis, p-nitrophenol absorbance 415 nm; 370,000 tested, 0.34% active; Tyrosyl-DNA phosphodiesterase 2 (Homo sapiens), O95551; inhibition, % at 12.8 µM;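 active = inhibition above the mean of all tested compounds plus 3 SD, set per campaign, cut at about 25% in these data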;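 note: 0% = DMSO with enzyme and 100% = buffer with substrate but no TDP2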
Target sequence (O95551 whole entry, looked up): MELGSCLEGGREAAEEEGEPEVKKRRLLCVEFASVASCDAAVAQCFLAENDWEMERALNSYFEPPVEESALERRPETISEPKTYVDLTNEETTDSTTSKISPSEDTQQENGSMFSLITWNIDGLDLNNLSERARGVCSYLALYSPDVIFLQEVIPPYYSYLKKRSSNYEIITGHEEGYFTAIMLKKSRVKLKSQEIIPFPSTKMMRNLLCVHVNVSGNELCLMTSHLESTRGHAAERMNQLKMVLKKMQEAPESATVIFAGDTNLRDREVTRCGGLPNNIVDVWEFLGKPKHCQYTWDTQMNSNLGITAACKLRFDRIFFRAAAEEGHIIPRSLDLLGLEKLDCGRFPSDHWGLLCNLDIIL
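Material: recombinant human TDP2; quantity: TDP2 enzyme at 120 nM final; medium: Tris-HCl pH 7.5 with MgCl2; compound: single concentration, 12.8 µM nominal, with 1% DMSO; incubation: 2 h enzyme incubation at 37 °C; signal: epi absorbance; measure: percent inhibition; benchmarks: high control without enzyme, low control DMSO plus TDP2; repeats: singlicate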
MBD2 DNA inh = inhibitors of MBD2 binding to methylated DNA, primary screen, biochemical, TR-FRET, DNA-binding domain, human; Methyl-CpG-binding domain protein 2 (Homo sapiens), Q9UBB5; MBD2 binding to methylated oligonucleotide; inhibition, % at 4.4 µM; 370,000 tested, 0.31% active; in the data active = inhibition above about 13%
DDE Tn6 FP inh = inhibitors of Tn6 peptide binding to fibrin DD(E), primary screen, biochemical, fluorescence polarization, human fibrin, Tn6 probe. 370,000 tested, 0.21% active. Fibrinogen beta chain (Homo sapiens), P02675. inhibition, % at 8.3 µM. Fibrin DD(E) TRITC-Tn6 fluorescence polarization displacement;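 active = inhibition above a per-campaign cutoff: mean of compounds within control limits plus 3 SD, cut at about 15% in these data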;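 note: 0% = median of all compound wells on the plate and 100% = blocking peptide control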
Active calls of the source: *; / = not tested or not shown.

No.	Compound	KLK7 zymogen act	PRMT1 FP inh	TCR-CD3 inh	UHRF1 MBD2 ctr	LEDGF integ inh	SIAE inh	Tn7 DDE FP	TDP2 absorb	MBD2 DNA inh	DDE Tn6 FP inh
1	Cc1ccc(N(C(=O)Cc2cccs2)C2C=CS(=O)(=O)C2)cc1Cl (stereo unspecified)	-0.1	0	2	0	2	3	-7	-5	4	-3
2	Cc1c(NC(=O)COC(=O)/C=C/c2ccc(Cl)cc2)c(=O)n(-c2ccccc2)n1C	0.0	0	2	-2	-1	2	-2	3	0	7
3	O=C(NCCCN1CCOCC1)c1ccc2c(=O)n(Cc3ccc(Cl)cc3)c(=S)[nH]c2c1	0.6	10	-6	4	-4	-15	-3	-10	8	-8
4	O=C(NCCCn1ccnc1)c1cccc(Br)c1	-0.8	-2	-2	-2	-1	-4	-7	-1	2	6
5	CC1CC(C)CN(C(=O)COC(=O)c2ccc3c(c2)OCO3)C1 (stereo unspecified)	0.0	-5	-1	-1	-2	8	-7	0	-3	-1
6	O=C(CCCNC(=O)c1ccc(Cl)cc1)NCc1ccccc1Cl	0.6	-4	-12	4	3	4	-8	-14	4	3
7	COc1ccc(CNC(=O)[C@@H](NC(=O)C2CCN(S(=O)(=O)c3ccccc3)CC2)C(C)C)cc1	0.2	-3	3	8	1	2	-2	19	0	4
8	CCN(Cc1ccncc1)C(=O)CSc1ccc2ccccc2c1	-0.1	3	0	-1	-2	-10	1	8	-3	-7
9	COc1ccc(S(=O)(=O)Nc2ccc3c(c2)C(=O)N([C@H](C)CO)C[C@H](C)[C@@H](CN(C)C(=O)Nc2ccccc2)O3)cc1	0.4	-1	1	1	0	7	-7	3	0	2
10	CCCCn1nnnc1NCc1ccc(C)s1	-0.4	-2	3	-3	1	12	2	6	-3	-3
11	O=C(c1cc2ccccc2cc1O)N1CCCC1	-45	2	2	-1	-3	-2	6	-5	-4	3
12	CCc1c(C)n2nc(C)cc2[nH]c1=O	1.2	6	-2	2	-1	9	-12	11	-1	3
13	O=c1cc(CO)occ1OCc1cccc(C(F)(F)F)c1	-0.3	0	-5	-3	1	3	-3	8	4	-3
14	c1cncc(CSc2ccc(-c3ccc4c(c3)OCO4)nn2)c1	0.3	-2	-5	3	8	0	-7	-8	4	1
15	CN1C(=O)Cc2cc(S(=O)(=O)NCc3c(F)cccc3Cl)ccc21	-0.1	2	0	-2	-4	0	-9	10	0	-2
16	CC(C)Nc1c([N+](=O)[O-])c(=O)oc2ccccc12	-0.5	7	-8	5	-1	-9	3	-4	2	4
17	COc1ccc(C(=O)c2ccc(N3CCOCC3)cc2)c(OC)c1	0.3	-3	-9	16	0	7	2	2	8	-8
18	O=C(c1ccco1)N1CCN(c2ccc(S(=O)(=O)N3CCCC3)cc2)CC1	0.8	1	-4	3	1	9	-4	7	4	0
19	c1ccc(-c2nc(N3CCCCCC3)c3ccccc3n2)nc1	-0.4	-1	-5	-15	0	2	-5	-12	-4	-1
20	Cn1nnnc1Sc1ncnc2scc(-c3cccc(C(F)(F)F)c3)c12	0.5	-2	1	-7	0	6	2	4	2	-1
21	O=C(CSc1c2c(nc3cc(Cl)ccc13)CCCC2)NCCCN1CCOCC1	0.5	6	1	1	-5	-4	5	1	-3	1
22	CCOC(=O)c1cc(-c2ccccc2)sc1NC(=O)CN1C(=O)NC(CC)(c2ccccc2)C1=O (stereo unspecified)	-0.9	1	1	0	-2	-18	0	-10	1	-3
23	CC(C(=O)NCCc1ccc(Cl)cc1)n1c(=O)c2cccn2c2cccnc21 (stereo unspecified)	-0.2	-3	7	-1	0	-2	3	-2	-1	4
24	O=C(N1CCOCC1)C12OC3CC(CC(C3)O1)O2	0.5	5	4	1	-1	0	-3	5	2	0
25	O=C(COC(=O)Cn1cnc2ccccc21)Nc1ccc(F)c(F)c1	0.2	-3	1	1	-2	2	4	-10	-1	3
26	COc1ccc(-c2n[nH]c(=S)n2-c2ccc3c(c2)OCCO3)cc1OC	-1.2	5	-7	0	1	2	3	-12	-3	12
27	CCOc1ccc(C(=O)OCC(=O)NC2CCCC2)cc1OCC	-0.1	-3	5	0	4	5	-1	-2	-6	2
28	CCCN(CC(=O)Nc1cc(C)on1)CC(=O)Nc1ccccc1C	-0.1	4	-4	-1	-2	1	5	-3	1	0
29	CCCCn1c(N)c(NCC)c(=O)[nH]c1=O	2.6	1	4	4	-4	1	4	2	4	-2
30	COc1cccc(C(=O)NCCS(=O)(=O)NCCCc2ccccc2)c1	-0.4	0	-10	0	-1	3	2	3	-8	4
31	O=C(Nc1ccc2c(c1)OCO2)C1CCCN1C(=O)NCc1ccccc1 (stereo unspecified)	0.2	1	3	-3	0	4	2	7	-5	3
32	COc1ccccc1NS(=O)(=O)c1cccc(C(=O)NN=C2CCCC2)c1	0.4	2	-2	-3	-5	-7	11	-8	1	-2

Quoted at random: two compounds from above.
No.	Compound	KLK7 zymogen act	PRMT1 FP inh	TCR-CD3 inh	UHRF1 MBD2 ctr	LEDGF integ inh	SIAE inh	Tn7 DDE FP	TDP2 absorb	MBD2 DNA inh	DDE Tn6 FP inh
1	Cc1ccc(N(C(=O)Cc2cccs2)C2C=CS(=O)(=O)C2)cc1Cl (stereo unspecified)	-0.1	0	2	0	2	3	-7	-5	4	-3
18	O=C(c1ccco1)N1CCN(c2ccc(S(=O)(=O)N3CCCC3)cc2)CC1	0.8	1	-4	3	1	9	-4	7	4	0

New compounds follow:
No.	Compound	KLK7 zymogen act	PRMT1 FP inh	TCR-CD3 inh	UHRF1 MBD2 ctr	LEDGF integ inh	SIAE inh	Tn7 DDE FP	TDP2 absorb	MBD2 DNA inh	DDE Tn6 FP inh
33	O=C(c1ccc(-c2cc3ccccc3oc2=O)cc1)N1CCN(c2ccc(Cl)cc2[N+](=O)[O-])CC1	0.8	0	-1	-1	-4	1	-2	8	1	-5
34	N#Cc1ccccc1Cn1c(-c2cscn2)nc2ccccc21	0.6	-1	8	-2	-3	-10	2	0	0	9
35	Fc1ccc(-c2noc(C3CCN(Cc4cccnc4)CC3)n2)cc1	0.0	1	5	8	1	-1	-2	2	1	-2
36	CCOCCCNS(=O)(=O)c1ccc2c(c1)CCN2C(=O)CC	-0.5	-1	3	-5	-1	3	3	7	0	7
37	O=C(NC1CCCCC1)c1cc([N+](=O)[O-])[nH]n1	-1.0	4	-8	5	-4	-5	3	-8	3	-4
38	COc1ccc(Br)cc1S(=O)(=O)Nc1ccc(Cl)cn1	0.2	-2	-6	-1	3	8	-5	5	2	-4
39	Cc1ccc(NC(=O)CSc2nnc(CSc3nc(C)cc(C)n3)n2Cc2ccco2)c(C)c1	0.1	-2	7	-2	0	8	3	6	-6	0
40	Nc1cccc2c1C(=O)N(C(=O)/C=C/c1cccc(Br)c1)C2=O	6.5	2	-3	0	6	-7	4	11	-8	4
41	C/C(CC(=O)Nc1ccccn1)=N\NC(=O)c1ccc([N+](=O)[O-])cc1Cl	0.3	-2	5	-9	0	2	7	8	-12	6
42	COCCn1c(SCc2cccc(F)c2)nc2cc(C(=O)OC)ccc2c1=O	0.0	-4	1	7	1	-4	-1	10	1	2
43	CC(Oc1ccc(Cl)cc1Cl)C(=O)NCCN1CCOCC1 (stereo unspecified)	0.3	0	-1	0	2	-3	-2	-3	-2	1
44	CCCC1C(c2ccccc2)C(C#N)(C#N)C2(C#N)CC1(N)NC2=O (stereo unspecified)	0.0	-3	5	-1	0	0	-1	-2	0	1
45	CN1CCOc2cc(S(=O)(=O)Nc3ccc(F)cc3)ccc21	-0.2	-4	5	1	2	3	5	-8	2	1
46	CSc1ccc(C(=S)N2CCN(Cc3ccccc3)CC2)cc1	-0.3	32*	-7	8	-2	-8	3	-3	3	6
47	Fc1ccc(Nc2ncnc3ccccc23)cc1	0.0	2	1	-1	0	-2	-7	1	1	-3
48	O=C1C=C(NCc2ccc(Cl)cc2Cl)C2(CCCCC2)O1	0.3	-1	0	0	0	-2	0	-13	0	3
49	C[C@@H]1CCN(C2CC2)S(=O)(=O)c2ccc(N3CCC[C@@H]3CO)cc2O1	-0.1	-1	/	1	-1	3	9	0	-2	7
50	COc1ccc(CNc2ccncc2)c(OC)c1OC	-0.5	-4	1	0	2	4	-2	14	3	9
51	CCCN(CC(=O)Nc1ccccc1C)C(=O)c1ccc(N2CCCC2)c([N+](=O)[O-])c1	0.7	-2	-2	-5	0	-3	3	19	-5	-1
52	Cc1cc(=O)oc2c(C)c(OC(C)C(=O)NC(Cc3c[nH]c4ccc(O)cc34)C(=O)O)ccc12 (stereo unspecified)	-4.6	5	1	6	-3	5	-4	-5	2	-4
53	Nc1[nH]c(C(=O)c2ccccc2)c(-c2cccnc2)c1C(=O)NCCc1c[nH]c2ccccc12	/	-2	/	-2	2	-2	1	-8	-3	0
